From PubChem
LAP4 TOR yeast – alters LAP4-GFP fluorescence in TOR pathway yeast screen; S. cerevisiae LAP4-GFP multiplex, flow cytometry GFP, 3 h; median GFP as percent of DMSO wells; GFP response vs DMSO, % at 10 µM; 320,000 tested, 0.34% active;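 active = GFP response vs DMSO above a set limit, about the screen mean plus 3 SD, cut at about 150% in these data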
procasp3 activ – activates human procaspase-3; activation, % at 8.5 µM; 330,000 tested, 0.11% active; P42574; recombinant procaspase-3 D3A, Ac-DEVD-pNA absorbance 405 nm; AID 463141;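 active = activation above the mean of all tested compounds plus 3 SD, cut at about 21% in these data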;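 also: 0% = DMSO alone and 100% = DMSO wells spiked with extra 5 µM PC-3 D3A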
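Evaluation: percent activation relative to control range; Material: Procaspase-3 D3A mutant, all three cleavage aspartates alanine; Compound: single dose, 8.5 µM nominal compound, 0.8% DMSO; Replication: one well per compound; Signal: absorbance at 405 nm, 0 and 120 min; Schedule: 1 h preincubation plus 2 h reaction at 25 °C.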
AHR activator – activates the human aryl hydrocarbon receptor. activation, % at 5 µM. P35869. AHR-responsive luciferase reporter cells, luminescence. 320,000 tested, 2.5% active; in the data active = activation above about 47%;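 also: 0% = vehicle wells and 100% = reference agonist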
MEP2-GFP yeast – yeast TOR pathway MEP2-GFP modulation; 330,000 tested, 0.51% active; GFP response vs DMSO, % at 10 µM; S. cerevisiae MEP2-GFP strain, flow cytometry GFP, 3 h; 100% = DMSO control level; AID 2016;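 active = GFP response versus DMSO above a set limit, roughly screen mean plus 3 SD, cut at about 180% in these data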;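 also: median GFP fluorescence of the barcode-gated MEP2-GFP cells per well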
ZTA counter – ZTA (EBV) inhibition in EBNA-1 counter-screen. P03206. ZTA-DNA binding, fluorescence polarization. 320,000 tested, 0.15% active. inhibition, % at 11 µM; in the data active = inhibition above about 33%
EBNA-1 inh – blocks EBNA-1 binding to DNA. EBNA-1 DNA binding, fluorescence polarization. inhibition, % at 14.8 µM. 300,000 tested, 0.34% active; in the data active = inhibition above about 28%
RPL19A-GFP yeast – alters RPL19A-GFP fluorescence in TOR pathway yeast screen | S. cerevisiae RPL19A-GFP strain, flow cytometry, 3 h; active compounds read low | percent response vs DMSO, % at 10 µM | 330,000 tested, 0.3% active | AID 2025;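 active = percent response vs DMSO below 50%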;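 also: median channel GFP fluorescence of the barcoded RPL19A-GFP strain; ratio of sample median GFP to plate DMSO average so 100% = DMSO; lower means less RPL19A-GFP as with rapamycin TOR inhibition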
procasp7 counter – counter-screen for procaspase-3 activators: activators of human procaspase-7. P55210. recombinant procaspase-7, Ac-DEVD-pNA absorbance 405 nm; D23A/D198A/D206A triple mutant, cannot self-cleave; scale: DMSO 0, 5 µM enzyme 100. activation, % at 8.5 µM. 330,000 tested, 0.093% active. AID 463210;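 active = percent activation above the screen-wide mean plus 3 SD, cut at about 25% in these data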
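Test system: Procaspase-7 triple mutant (PC-7 D3A). Also added: Ac-DEVD-pNA substrate, 400 µM as added. Schedule: 1 h enzyme–compound preincubation and 2 h substrate reaction, both 25 °C. Signal: p-Nitroaniline absorbance at 405 nm, read at 0 and 120 min. Control set: low DMSO alone, high DMSO plus 5 µM PC-7.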
* hit, by the source's call; . = no result given.

Values run as follows: LAP4 TOR yeast, procasp3 activ, AHR activator, MEP2-GFP yeast, ZTA counter, EBNA-1 inh, RPL19A-GFP yeast, procasp7 counter
> Cc1onc(NC(=O)c2ccc(Cl)cc2Cl)c1Br
→ 105, -1, 3, 105, 10, 0, 105, 14
> Cc1cc(Br)cc(Br)c1OCC(=O)NNC(=O)Nc1ccccc1
→ 109, 6, 1, 105, -3, 7, 101, -1
> CCn1c(SCC(=O)Nc2ccc(C)cc2)nnc1-c1ccccn1
→ 95, 0, 4, 104, -2, -21, 99, -2
> COc1cccc(C2c3[nH]c4ccccc4c3CCN2CCCn2cccn2)c1 (stereo unspecified)
→ 98, -2, 26, 102, 1, 7, 98, 2
> Cc1ccc(C(=O)N2CCCC(Nc3ccc(F)c(F)c3)C2)cn1 (stereo unspecified)
→ 84, 6, -2, 93, 5, -1, 102, 4
> C=CCN1C(=O)c2ccc(C(=O)OCC(=O)Nc3ccc(S(N)(=O)=O)cc3)cc2C1=O
→ 92, -4, 3, 96, 7, 0, 91, -1
> CC(C)Cc1cc(C(=O)NCCN2CCOCC2)no1
→ 101, 1, -1, 105, 6, 2, 100, 5
> CN(C(=O)c1c[nH]c(=O)cc1C(F)(F)F)c1ccc(Cl)cc1
→ 110, -3, 0, 100, 2, 6, 94, -3
> COc1ccc(OC)c(/C=N/NC(=O)Cc2nc3ccccc3[nH]2)c1
→ 96, -8, 57*, 101, 12, 3, 100, -2
> Cc1c(C#N)c(=O)oc2ccc3ccccc3c12
→ 91, 26*, 2, 109, 14, -1, 92, 19
> COc1cc(/C=N/NC(=O)c2ccccc2O)ccc1OCC(=O)Nc1ccccc1
→ 109, 1, 8, 116, 5, 0, 108, 5
> COc1ccccc1NC(=O)C1=C(C)Nc2nc(-c3ccccc3)nn2C1c1ccccn1 (stereo unspecified)
→ 109, 4, 9, 100, 13, 13, 97, 10
> CCN(CC)C(=O)Sc1cccc2cccnc12
→ 95, -1, 8, 94, -8, 7, 96, 2
> Cc1cccc(-n2cnc3c(c2=O)c2nc4ccccc4nc2n3Cc2ccco2)c1
→ 102, -17, 11, 94, 6, -1, 95, -40
> O=C(c1cccs1)N1CCc2ccccc2C1
→ 91, 3, 8, 91, -7, -6, 101, -14
> COc1ccc(CSCC(=O)Nc2ccccc2)cc1[N+](=O)[O-]
→ 97, -1, 0, 108, 4, 0, 100, 0
> O=C(Nc1ccccc1Br)c1c(F)cccc1Cl
→ 103, 5, -1, 98, -8, 0, 91, 7
> COc1ccc(-c2nc(-c3ccc4c(c3)OCO4)[nH]c2-c2ccc(OC)cc2)cc1
→ 100, 2, 24, 112, -18, 9, 103, -7
> Brc1ccc(N/N=C(/N=Nc2nn[nH]n2)c2ccccc2)cc1
→ 111, 1, -2, 104, 0, -14, 98, -10
> COc1ccc(N2C(=S)NC3CS(=O)(=O)CC32)cc1 (stereo unspecified)
→ 111, -3, 0, 112, -4, -6, 107, 4

An excerpt taken from the entries so far, as a working copy:
Values run as follows: LAP4 TOR yeast, procasp3 activ, AHR activator, MEP2-GFP yeast, ZTA counter, EBNA-1 inh, RPL19A-GFP yeast, procasp7 counter
> CCN(CC)C(=O)Sc1cccc2cccnc12
→ 95, -1, 8, 94, -8, 7, 96, 2
> Cc1cccc(-n2cnc3c(c2=O)c2nc4ccccc4nc2n3Cc2ccco2)c1
→ 102, -17, 11, 94, 6, -1, 95, -40
> O=C(c1cccs1)N1CCc2ccccc2C1
→ 91, 3, 8, 91, -7, -6, 101, -14

Reprinted at random: 4 entries already listed, in no set order.
Values run as follows: LAP4 TOR yeast, procasp3 activ, AHR activator, MEP2-GFP yeast, ZTA counter, EBNA-1 inh, RPL19A-GFP yeast, procasp7 counter
> C=CCN1C(=O)c2ccc(C(=O)OCC(=O)Nc3ccc(S(N)(=O)=O)cc3)cc2C1=O
→ 92, -4, 3, 96, 7, 0, 91, -1
> COc1ccccc1NC(=O)C1=C(C)Nc2nc(-c3ccccc3)nn2C1c1ccccn1 (stereo unspecified)
→ 109, 4, 9, 100, 13, 13, 97, 10
> Brc1ccc(N/N=C(/N=Nc2nn[nH]n2)c2ccccc2)cc1
→ 111, 1, -2, 104, 0, -14, 98, -10
> Cc1cc(Br)cc(Br)c1OCC(=O)NNC(=O)Nc1ccccc1
→ 109, 6, 1, 105, -3, 7, 101, -1

Record cards, from the list above. Screens in order: LAP4 TOR yeast	procasp3 activ	AHR activator	MEP2-GFP yeast	ZTA counter	EBNA-1 inh	RPL19A-GFP yeast	procasp7 counter
Entry for `COc1cccc(C2c3[nH]c4ccccc4c3CCN2CCCn2cccn2)c1` (stereo unspecified) → 98	-2	26	102	1	7	98	2
Entry for `COc1ccc(OC)c(/C=N/NC(=O)Cc2nc3ccccc3[nH]2)c1` → 96	-8	57*	101	12	3	100	-2

More structures
Values run as follows: LAP4 TOR yeast, procasp3 activ, AHR activator, MEP2-GFP yeast, ZTA counter, EBNA-1 inh, RPL19A-GFP yeast, procasp7 counter
> CNC(=O)C1=C(C)n2c(nc3ccccc32)NC1c1ccc(OC)cc1 (stereo unspecified)
→ 94, -3, 22, 104, -16, -1, 102, 6
> Cc1ccc(C(c2c(O)nc3n(c2=O)CCS3)c2c(O)nc3n(c2=O)CCS3)cc1
→ 108, -13, -1, 93, -2, 9, 96, -7
> O=C(COC(=O)C1CCN(S(=O)(=O)c2cccc3cccnc23)CC1)c1ccc([N+](=O)[O-])cc1
→ 82, -19, 5, 100, 3, -1, 92, -30
> Cc1sc2ncnc(N3CCC(C(=O)NNC(=O)COc4ccccc4F)CC3)c2c1C
→ 107, 9, 4, 104, -10, -21, 99, 5
> COc1cccc(C(=O)c2cc3cc(Cl)ccc3[nH]2)c1
→ 102, -8, 16, 95, 0, 6, 101, -6
> CN(C)S(=O)(=O)c1ccc(NC(=O)CNc2cc(S(=O)(=O)N3CCCC3)ccc2OCC(F)(F)F)cc1
→ 92, -1, -1, 97, 5, -9, 110, 10
> CC(C)CNS(=O)(=O)c1ccc(S(=O)(=O)N2CCN(C3CCCC3)CC2)cc1
→ 96, 6, 1, 102, -11, 6, 96, 8
> Cc1ccc(OCC(=O)N2CCCCCCC2)cc1
→ 94, 1, 7, 98, 4, -13, 101, 4
> O=C1Cc2cc(S(=O)(=O)NCc3ccc(F)cc3)ccc2N1
→ 107, -5, 0, 106, ., ., 101, 8
> O=C(Nc1nc2ccccc2c2nc3ccccc3n12)c1ccc(F)cc1
→ ., 9, 41, ., -4, -5, ., -6
> CCOCCCNC(=O)C(Cc1ccccc1)NS(=O)(=O)c1cccc2nsnc12 (stereo unspecified)
→ 99, -1, 4, 105, 5, 6, 112, 6
> O=c1c(Cc2c(F)cccc2Cl)c(O)ccn1CCCN1CCOCC1
→ 97, -2, 0, 100, 4, -7, 98, -4
> COC(=O)c1nnn(-c2ccsc2C(=O)OC)c1C(=O)OC
→ 96, -5, 2, 110, -2, 2, 105, 5
> CN(CC(=O)Nc1ccccc1Oc1ccccc1)Cc1ccccc1F
→ 91, -2, 4, 98, -17, 2, 101, 1
> CC1=C(C(=O)Nc2cc(C(=O)NCCCOC(C)C)ccc2C)SCCO1
→ 106, -4, -2, 109, 1, 1, 103, 17
> CCOc1ccc(S(=O)(=O)NN2Cc3ccccc3C2=N)cc1
→ 99, 0, 4, 95, -11, 2, 97, 6
> O=C(Nc1ccc(Cl)cc1)c1ccc(-n2cccn2)c([N+](=O)[O-])c1
→ 109, 0, -4, 105, -2, 8, 99, -7
> COc1ccc(N/C=C\C(=O)c2ccc(Br)cc2)cc1OC
→ 86, -21, -6, 98, 9, 11, 99, -36
> CC(C)(C)c1ccc(-c2csc(NNC3=NCCCCC3)n2)cc1
→ 101, -1, 0, 102, -11, 2, 99, -4
> Cc1csc(NC(=O)CCNS(=O)(=O)c2ccc3c(c2)c(=O)n(C)c(=O)n3C)n1
→ 101, -1, 1, 101, -2, -2, 100, -1
> O=C1CN(c2ccccc2Cl)C(=O)CN1c1ccccc1Cl
→ 96, -1, 1, 89, -4, 0, 100, 7
> CCSc1ccccc1C(=O)NC1CCCCC1
→ 85, -7, 0, 92, 0, -15, 89, -10
> CC(=O)c1cccc(NC(=O)c2sc3nc4n(c(=O)c3c2C)CCCCC4)c1
→ 102, 6, -5, 101, -2, 7, 100, 4
> CC(C)N1C(=O)C2ON(c3ccccc3)C(c3cccs3)C2C1=O (stereo unspecified)
→ 118, 0, 1, 122, -14, -11, 100, 7
> CC(=O)Nc1ccc(NC(=O)C(C)OC(=O)c2ccc(C)s2)cc1 (stereo unspecified)
→ 87, 5, 0, 93, -19, 9, 93, 12
> CNC(=O)CS(=O)(=O)CC(=O)Nc1cc(OCCOC)c(Cl)cc1Cl
→ 77, 7, 1, 92, 4, 4, 77, -7
> CC(C)NC(=S)NN(c1ccccc1)c1ccccc1
→ 101, -9, -1, 106, -11, 5, 99, 7
> C=CCNC(=O)CCC(=O)NNc1nc2ccccc2c2nc(-c3ccccc3)nn12
→ 98, -2, 100*, 105, 5, 0, 105, -22
> CC(C)(c1ccccc1)c1ccc(OCCN2CCCC2)cc1
→ 83, 6, -2, 94, 5, 5, 98, 0
> Cc1ccc(NC(=S)N(CCCN(C)C)Cc2cc3cc4c(cc3[nH]c2=O)OCO4)c(C)c1
→ 97, -5, 6, 90, -1, -2, 96, -3
> NC(=O)c1cc(N=Nc2c(N)[nH]n(-c3c(Cl)cc(Cl)cc3Cl)c2=O)ccc1Cl
→ 106, 3, 2, 102, -7, 5, 95, 1
> CC(=C/c1ccccc1)/C=N/NC(=O)c1cnccn1
→ 94, -3, 1, 95, 11, -5, 100, -1
> COc1ccc(C2SCC(=O)N2C)cc1 (stereo unspecified)
→ 93, 3, 1, 95, 16, 10, 92, -4
> COc1ccc(N2CCN(C3CCCCC3NS(=O)(=O)c3ccc(Cl)cc3)CC2)cc1 (stereo unspecified)
→ 102, 11, 2, 102, 4, -19, 102, -6
> O=C(CN1C(=O)NC2(CCCCC2)C1=O)N1CCN(S(=O)(=O)c2ccc(F)cc2)CC1
→ 100, 7, -1, 101, 8, 2, 99, 4
> CC(C)C(C(=O)NCC1CCCO1)N(Cc1ccco1)C(=O)CNS(=O)(=O)c1ccc(F)cc1 (stereo unspecified)
→ 89, 4, 0, 96, 4, 2, 93, 7
